Cardiac RTF inh = cardiac RTF calcium sensitivity inhibitors, primary screen, biochemical, IANBD-TnC fluorescence, EC70 calcium | AID 493244, 2011 | Troponin I, cardiac muscle (Homo sapiens) + Troponin T, cardiac muscle (Homo sapiens) + … | 340,000 tested, 0.12% active | IANBD-labeled cardiac RTF, Ca2+ fluorescence | inhibition, % at 7.15 µM;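 active = inhibition above the mean inhibition of all tested compounds plus 3 SD, cut at about 17% in these data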;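 note: assay run at fixed EC70 calcium of 1.6 mM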
dFosB act = activators of delta FosB homodimer, primary screen, biochemical, fluorescence polarization, TAMRA-CDK5 oligo, single point; Protein FosB (Mus musculus), P13346; purified delta FosB; percent of positive-control signal above neutral wells; activation, % at 25 µM; 340,000 tested, 0.99% active; AID 493131, 2011;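 active = mean activation above about 17%, with every replicate also reaching it, limit read from the data, passing the limit was not always enough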;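 note: fluorescence polarization rise as delta FosB binds a TAMRA Cdk5 AP-1 oligo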
Target sequence (P13346 whole entry, looked up): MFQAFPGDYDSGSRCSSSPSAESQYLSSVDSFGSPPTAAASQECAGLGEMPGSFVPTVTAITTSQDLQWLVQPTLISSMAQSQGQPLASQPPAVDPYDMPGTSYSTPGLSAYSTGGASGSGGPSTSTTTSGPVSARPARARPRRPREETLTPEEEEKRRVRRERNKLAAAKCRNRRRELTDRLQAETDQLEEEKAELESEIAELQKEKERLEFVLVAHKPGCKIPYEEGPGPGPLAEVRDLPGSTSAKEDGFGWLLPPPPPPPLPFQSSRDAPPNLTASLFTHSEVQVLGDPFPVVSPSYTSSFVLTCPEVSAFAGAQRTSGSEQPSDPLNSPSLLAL
NSD2 inh = NSD2 histone methyltransferase inhibitors, primary screen, biochemical, AlphaScreen, single concentration, set 2; inhibition, % at 12.5 µM; NSD2 peptide methylation, 120 min; Histone-lysine N-methyltransferase NSD2 (Homo sapiens), O96028; AID 743445, 2014; 310,000 tested, 0.54% active; in the data active = inhibition above about 50%
C-LANA FP = inhibitors of KSHV C-LANA binding to DNA, primary screen, biochemical, fluorescence polarization, FAM-LBS DNA, MBP-C-LANA, single point. inhibition, % at 9 µM. Kaposi's sarcoma herpesvirus LANA C-terminal domain (residues 932-1162) DNA binding. 340,000 tested, 0.078% active;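 active = highest replicate inhibition at or above 60% at 9 µM, even if other replicates fall short; inactive = all replicates below 60% inhibition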;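 note: 0% = neutral control wells and 100% = 4 µM acridine orange control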
PvdQ inh = P. aeruginosa PvdQ acylase inhibitors, primary screen, biochemical, fluorescence, plate reader and imaging, single point; inhibition, % at 10 µM; purified PvdQ acylase; 340,000 tested, 0.063% active; PvdQ acylase [Pseudomonas aeruginosa LESB58]; in the data active = inhibition above about 30%, passing the limit was not always enough;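 note: 0% = vehicle neutral wells and 100% = reference inhibitor wells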
Mot1-301 SUMO = yeast Mot1-301 growth rescue at high temperature, primary screen, SUMOylation pathway inhibitor project, S. cerevisiae, ATP luminescence, 38.5C; S. cerevisiae Mot1-301 growth rescue; percent above DMSO median, 100 means doubled; growth rescue, % at 18.8 µM; 320,000 tested, 1% active;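 active = every valid replicate shows activation above 250% relative to neutral control wells; inactive = the rest, any valid replicate at or below 250%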;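 note: OY570 slx delta 5 strain wells were the positive control but not used for scaling; some compounds called inactive have numbers as strong as hits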
RTF Ca sens act = cardiac RTF calcium sensitivity activators, primary screen, biochemical, IANBD-TnC fluorescence, EC20 calcium | Troponin I, cardiac muscle (Homo sapiens) + Troponin T, cardiac muscle (Homo sapiens) + … | IANBD-labeled TnC RTF fluorescence at EC20 calcium; 0% EC20 calcium, 100% full calcium | activation, % at 7.2 µM | 340,000 tested, 0.24% active;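 active = activation above the mean over all tested compounds plus 3 SD, cut at about 30% in these data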;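 note: rise in fluorescence read as greater calcium sensitivity of cardiac thin filaments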
PfHsp90 set2 = growth inhibition of PfHsp90-expressing yeast, primary screen, antimalarial PfHsp90 inhibitor project, S. cerevisiae, BacTiter-Glo luminescence, single point, set 2; AID 504621, 2011; inhibition, % at 9.4 µM; BacTiter-Glo ATP, 48 h; yeast lacking PDR1 and PDR3 efflux regulators; 310,000 tested, 0.32% active;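 active = every replicate shows inhibition above about 80%, whatever the replicate mean, limit read from the data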;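 note: 0% = DMSO neutral controls and 100% = 20 µM radicicol positive controls; yeast relying on Plasmodium falciparum Hsp90 in place of its own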
Keap1 Nrf2 FP = Keap1-Nrf2 protein-protein interaction inhibitors, primary screen, biochemical, fluorescence polarization, single point; inhibition, % at 9.4 µM; 340,000 tested, 0.15% active; AID 504523, 2011; Keap1 Kelch-Nrf2 peptide fluorescence polarization, 1536-well; in the data active = inhibition above about 12%;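 note: human Keap1 Kelch domain with fluorescein labeled Nrf2 9mer peptide probe; 0% = neutral control wells and 100% = peptide positive control; higher means more block of Keap1 binding to Nrf2 peptide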
CDK5 inh = inhibitors of human CDK5/p35 kinase, primary screen, biochemical, single concentration | Cyclin-dependent kinase 5 (Homo sapiens) + Cyclin-dependent kinase 5 activator 1 (Homo … | Recombinant CDK5/p35, ADP-Glo luminescence, 60 min | inhibition, % at 10 µM | 330,000 tested, 0.01% active;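 active = highest replicate inhibition of at least 50% and at least 75% of replicates reaching 50%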;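 note: plate controls were DMSO neutral control for no effect and GW8510 at 10 µM for full effect; many of its hits are not listed in these tables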
Target sequence (Q00535 whole entry, looked up): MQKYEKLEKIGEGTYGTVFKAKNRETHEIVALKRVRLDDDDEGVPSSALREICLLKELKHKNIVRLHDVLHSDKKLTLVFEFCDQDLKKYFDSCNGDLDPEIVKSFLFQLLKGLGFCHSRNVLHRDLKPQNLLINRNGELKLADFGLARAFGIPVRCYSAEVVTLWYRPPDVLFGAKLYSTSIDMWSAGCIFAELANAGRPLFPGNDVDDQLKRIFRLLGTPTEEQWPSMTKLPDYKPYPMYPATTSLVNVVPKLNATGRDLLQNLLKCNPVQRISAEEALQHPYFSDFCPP
Target sequence (Q15078 whole entry, looked up): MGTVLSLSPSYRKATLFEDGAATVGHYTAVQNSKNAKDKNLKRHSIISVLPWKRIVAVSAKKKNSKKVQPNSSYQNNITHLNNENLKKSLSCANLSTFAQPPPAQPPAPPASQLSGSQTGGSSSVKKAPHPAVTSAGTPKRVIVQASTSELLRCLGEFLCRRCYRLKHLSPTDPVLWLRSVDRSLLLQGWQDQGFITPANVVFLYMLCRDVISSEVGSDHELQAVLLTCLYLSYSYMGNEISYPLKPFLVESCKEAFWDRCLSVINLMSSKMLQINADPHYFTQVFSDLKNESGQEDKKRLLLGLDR
Rtt109 HAT inh = inhibitors of C. albicans Rtt109/Vps75 HAT, primary screen, biochemical, ThioGlo CoA-SH fluorescence, plate reader; Histone acetyltransferase RTT109 (Candida albicans (strain SC5314 / ATCC MYA-2876)), …; purified Rtt109/Vps75, 4 h; inhibition, % at 34.9 µM; 330,000 tested, 0.16% active; AID 540336, 2011;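 active = inhibition of at least 50% in every replicate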
* hit, by the source's call; i = inactive; / = no result given; + = active, no number. Compounds as they come (roughly 3.2% active in at least one column).

SMILES | Cardiac RTF inh | dFosB act | NSD2 inh | C-LANA FP | PvdQ inh | Mot1-301 SUMO | RTF Ca sens act | PfHsp90 set2 | Keap1 Nrf2 FP | CDK5 inh | Rtt109 HAT inh
Cc1cc(NC(=O)CCSc2ccccc2)ccc1Br | -12.9 | -3.1 | -1.0 | -0.8 | 7.6 | 73.3 | 6.3 | -3.7 | 2.0 | 1.6 | -2.6
COc1ccc(OC)c(-n2c(=S)[nH]c3cc(C(=O)N(C)Cc4ccccc4)ccc3c2=O)c1 | 14.6 | -3.6 | -0.3 | 0.7 | -17.0 | 1.7 | 8.3 | / | -5.2 | -1.2 | -1.0
Cc1ccc(/C=N/N(Cc2ccccc2)c2ccccc2)o1 | -2.1 | -14.3 | 8.4 | -0.4 | 0.1 | i | -6.7 | 0.1 | -2.5 | 2.9 | 5.4
COc1c(S(=O)(=O)NCCCn2ccnc2)ccc(Cl)c1Cl | -2.1 | -7.9 | / | -1.9 | -6.8 | -2.6 | 4.7 | -2.7 | -5.9 | -3.8 | 0.1
O=C(NCCN1CCN(c2ccccc2F)CC1)C1CCCN(S(=O)(=O)c2cnc[nH]2)C1 (centres undefined) | 4.2 | 0.1 | / | -1.2 | -9.7 | 5.3 | 0.9 | 3.5 | -3.2 | -0.9 | -1.0
O=C(COC(=O)c1c[nH]c(=O)[nH]c1=O)Nc1ccccc1F | -2.3 | 1.6 | -0.8 | 0.2 | 5.1 | 13.1 | -2.0 | / | -1.6 | 0.4 | -9.1
COc1ccccc1Nc1nc2ccccc2n1C | -1.3 | -7.4 | / | -0.5 | -12.9 | 6.0 | -6.8 | 6.3 | 1.3 | 0.1 | -7.8
N#C/C(=C\c1c(N2CCC(C(N)=O)CC2)nc2ccccn2c1=O)C(=O)NC1CCCCC1 | -9.6 | -7.6 | 1.5 | 1.0 | -9.7 | 86.9 | 1.4 | 17.7 | 0.6 | / | 10.8
C[C@@]12C(=O)Nc3ccc(F)cc3C(=O)N1[C@H]1c3ccccc3OC[C@@H]1[C@@H]2c1ccccc1 | -0.9 | 0.4 | / | 2.9 | 0.9 | + | 1.2 | + | 3.2 | -0.5 | 5.0
O=C(CN1CCC(NC(=O)Nc2ccccc2)CC1)Nc1ccccc1F | -7.1 | 3.2 | -1.3 | 1.8 | -16.0 | 82.2 | -1.3 | 25.7 | 11.2 | -1.0 | 12.1
O=C1CCCC(=NNC(=O)c2cc3ccccc3cc2O)C1 | -30.9 | 0.3 | 5.2 | / | -21.8 | -22.4 | 18.8 | -9.4 | / | 0.4 | -3.2
Cn1nnnc1Sc1c(Cl)cccc1[N+](=O)[O-] | -9.0 | 0.3 | -0.5 | -1.0 | -10.2 | 477.7 | 4.5 | -38.7 | -2.4 | 0.1 | /
COc1ccc(NC(=O)C2CCN(S(=O)(=O)c3cccc4nonc34)CC2)c(OC)c1 | -20.8 | -4.3 | -6.5 | -2.7 | -7.0 | -9.0 | -4.8 | 2.6 | -2.7 | 1.0 | -2.9
COCCOC(=O)C1=C(C)NC(=O)NC1c1cccc(F)c1 (centres undefined) | 1.8 | -5.1 | 1.2 | -1.5 | -3.0 | -9.2 | -0.7 | 3.7 | 1.8 | -1.0 | 3.2
CC(C)c1cccc(C(C)C)c1NC(=O)CN1C(=O)NC2(CCCCCCC2)C1=O | -5.1 | -4.3 | -0.3 | -0.3 | -9.0 | -2.7 | 0.2 | / | -1.4 | 0.1 | 0.4
Cc1nonc1C(=O)N/N=C/c1ccc(O)cc1 | -1.6 | -6.4 | -3.7 | 2.4 | -10.2 | -10.0 | 9.2 | 15.5 | -4.4 | 20.0 | 0.4
CCOC(=O)Cc1[nH]nc2c1C(c1cc(OC)ccc1OC)C(C#N)=C(N)O2 (centres undefined) | -4.6 | -4.9 | 6.4 | -0.1 | -14.3 | 13.3 | -2.5 | -5.1 | -4.1 | 0.6 | -1.7
Cc1ccc(C(=O)O)cc1NC(=S)NC(=O)c1ccc([N+](=O)[O-])c(C)c1 | -17.2 | -5.0 | 0.9 | 0.2 | -8.9 | 88.2 | 4.7 | -16.3 | -1.1 | -0.9 | -2.9
COC(=O)C(C(=O)OC)C(C[N+](=O)[O-])c1ccc(O)c(OC)c1 (centres undefined) | 14.1 | -2.0 | 5.3 | 2.0 | -9.0 | 9.4 | 1.3 | -12.0 | -1.5 | 0.2 | -7.9
Cc1ccc(N2CCN(S(=O)(=O)c3nnc(NC(=O)c4ccco4)s3)CC2)cc1 | -3.3 | 4.7 | / | 0.2 | 18.8 | -2.3 | 0.2 | 13.6 | -7.4 | 0.2 | -8.9
COc1ccc(Cn2c(SCC#N)nc3ccc(N4CCOCC4)cc3c2=O)cc1 | -2.7 | -8.2 | 1.7 | 2.8 | -10.0 | -5.6 | 7.8 | / | -9.0 | 2.5 | -8.5
COc1ccc(-c2nn(-c3ccccc3)cc2C(=O)N(C)CC(=O)Nc2cccc(F)c2)cc1 | -5.0 | -16.7 | -2.5 | -0.4 | -9.2 | -11.6 | 10.9 | / | -12.1 | -0.8 | 10.9
COc1ccc(NC(=O)c2cc(C)no2)cc1OC | -3.2 | -2.4 | -0.7 | 0.4 | -9.6 | -26.7 | 3.5 | -34.4 | -2.1 | -0.2 | /
O=C(COc1ccc2c3c(c(=O)oc2c1)CCCC3)NC(Cc1ccc(Cl)cc1)C(=O)O (centres undefined) | 7.5 | -9.5 | / | 4.9 | -2.3 | 66.5 | 3.2 | -12.4 | -0.3 | 0.5 | -2.0
COc1ccc(-c2cc(C(=O)N3CCN(c4ccccc4)CC3)c3ccccc3n2)cc1OC | -3.2 | -3.8 | -1.5 | 0.4 | 7.2 | -6.8 | -7.2 | 11.2 | 3.7 | 0.2 | 0.3
N#Cc1cc(C#N)c(N2CCN(c3ccccn3)CC2)nc1N | -1.5 | 1.8 | -1.2 | -0.4 | -9.0 | -16.4 | 3.5 | -15.9 | -5.3 | -3.0 | -1.5
C=Cn1cc[n+](CC(=O)c2ccc(Br)s2)c1 | -1.7 | 1.0 | -2.9 | -1.4 | -1.1 | 7.3 | 0.0 | -6.7 | 1.0 | -0.2 | 3.2
COC(=O)Cc1coc2cc(OC)ccc12 | -8.7 | 0.8 | / | 1.0 | -6.7 | 4.7 | -0.5 | -4.9 | 3.9 | -1.5 | -7.3
O=C(Cn1c(CO)nc2ccccc21)Nc1cc(C(F)(F)F)ccc1N1CCOCC1 | -7.3 | -4.2 | 8.5 | -0.3 | -12.8 | 403.2 | -7.6 | -5.3 | 3.3 | 0.0 | 1.3
Cc1cc(NC(=O)CCC(=O)N(c2ccccc2)C(C(=O)NC2CCCC2)c2ccc(F)cc2)no1 (centres undefined) | -1.3 | 6.0 | -5.1 | -0.2 | -2.7 | -13.5 | 0.1 | 5.9 | 0.0 | -0.4 | 11.2
Cn1c(=O)c2c(nc(NCc3ccco3)n2Cc2ccccc2Cl)n(C)c1=O | -13.2 | 1.3 | -0.9 | 2.2 | -7.3 | 7.3 | -3.5 | 4.5 | 4.3 | 0.3 | 1.1
C[C@H]1CN([C@@H](C)CO)C(=O)c2cccc(NC(=O)c3ccncc3)c2O[C@H]1CN(C)C(=O)Nc1ccccc1 | -13.5 | 4.1 | / | -0.1 | -9.0 | -29.2 | -6.0 | -8.6 | -3.7 | 1.2 | -3.5
Cc1ccc2nc(SCCCCOc3ccccc3)[nH]c2c1 | -3.2 | -4.7 | -1.8 | 0.7 | -8.3 | -15.1 | -0.6 | 1.4 | 1.8 | -0.4 | -0.6
Cc1sc2ncnc(NCC(c3ccccc3)N(C)C)c2c1C (centres undefined) | -1.3 | -1.4 | 6.4 | 0.2 | -10.4 | -15.3 | -5.9 | -11.6 | 3.7 | -1.7 | 7.0
C[C@H](CO)N1C[C@H](C)[C@@H](CN(C)S(=O)(=O)c2ccccc2)Oc2ccc(NC(=O)C3CC3)cc2C1=O | 1.9 | -5.8 | / | 2.9 | 1.6 | -8.9 | 0.4 | 2.4 | 2.6 | 10.4 | -1.3
CCc1ccc(NC(=O)N2CCN(C(=O)C3CCCO3)CC2)cc1 (centres undefined) | -1.1 | -1.0 | 0.2 | -0.2 | -10.7 | -10.6 | 1.9 | -13.8 | -7.8 | 1.9 | -7.4
COc1ccccc1CCNC(=O)c1nccnc1C(=O)O | -11.3 | 3.1 | -1.9 | 0.2 | -18.9 | -6.6 | 5.0 | -28.8 | -0.5 | 1.1 | 9.7
c1cncc(C(c2nnnn2C2CCCC2)N2CCN(Cc3ccc4c(c3)OCO4)CC2)c1 (centres undefined) | -1.7 | -5.9 | 0.5 | -0.3 | 5.8 | 554.0 | 0.5 | 5.4 | -4.5 | -0.7 | /
Cc1cccc(CCNC(=O)c2oc3c(C)c(C)ccc3c2C)n1 | 5.1 | -10.4 | 1.4 | 0.9 | -8.2 | -17.1 | -4.2 | 18.6 | -1.5 | -0.3 | -15.6
CCN1CCN(c2oc(-c3ccc(OC)cc3)nc2C#N)CC1 | -1.0 | -8.2 | -1.3 | 1.2 | 5.0 | 493.3 | -0.4 | 15.8 | -3.4 | 1.2 | 1.0
CC(NS(=O)(=O)c1ccc(Br)cc1)C(c1cccs1)N1CCN(C)CC1 (centres undefined) | 2.6 | -2.8 | / | -1.4 | -15.8 | -6.4 | -0.6 | -2.9 | -7.5 | 0.0 | 2.2

Mot1-301 SUMO: what is marked active above
Structure | Cardiac RTF inh | dFosB act | NSD2 inh | C-LANA FP | PvdQ inh | Mot1-301 SUMO | RTF Ca sens act | Keap1 Nrf2 FP | CDK5 inh | Rtt109 HAT inh
C[C@@]12C(=O)Nc3ccc(F)cc3C(=O)N1[C@H]1c3ccccc3OC[C@@H]1[C@@H]2c1ccccc1 | -0.9 | 0.4 | / | 2.9 | 0.9 | + | 1.2 | 3.2 | -0.5 | 5.0

Screening data: PubChem BioAssay, several laboratories
